DNMT1 inh: inhibitors of human DNMT1; P26358; DNMT1 molecular beacon, Hinp1I cleavage, fluorescence; inhibition (reported as % activation of signal), % at 10 µM; 360,000 compounds, 0.83% hits; AID 588458; in the data active means inhibition above about 50%
LMPTP block: LMPTP (human) inhibition; recombinant LMPTP-A, OMFP fluorogenic substrate, fluorescence intensity; P24666; inhibition, % at 20 µM; AID 651560; 360,000 compounds, 0.22% hits;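 active means compounds that cut the enzyme signal by at least half of the control window in the single-dose screen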;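 further: plate controls were DMSO wells with enzyme plus substrate for no effect and substrate without enzyme for full effect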
Target sequence (P24666 whole entry, looked up): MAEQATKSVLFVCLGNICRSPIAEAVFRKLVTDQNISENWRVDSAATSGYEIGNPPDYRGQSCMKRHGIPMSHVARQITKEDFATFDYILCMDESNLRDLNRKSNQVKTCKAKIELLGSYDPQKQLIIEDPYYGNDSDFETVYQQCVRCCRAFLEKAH
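Test system: LMPTP-A, protein tyrosine phosphatase of low molecular weight; Input: 0.625 nM enzyme; Incubation: 50 min dark incubation at room temperature; Signal: endpoint fluorescence intensity from OMFP dephosphorylation; Read-out basis: % inhibition versus control wells.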
Scp1 inh: Scp-1 (human) phosphatase inhibition. Q9GZU7. Recombinant Scp1, phosphopeptide, malachite green phosphate absorbance. inhibition, % at 20 µM. 340,000 compounds, 0.88% hits;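 active means inhibition above about 50% at 20 µM, limit read from the data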;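 further: plate controls were DMSO wells with enzyme for no effect and wells lacking enzyme for full effect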
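Material: truncated SCP-1 phosphatase (76-261aa) / Buffer or medium: 50 mM Tris acetate pH 5.5, 0.005% Tween-20, 10 mM MgCl2 / Compound dosing: one concentration, 20 µM, with 1.0% DMSO / Incubation: 45 min room-temperature reaction, 5 min colour, 30 min stabiliser / Detection: colorimetric free-phosphate detection, absorbance 630 nm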
NadD inh: inhibitors of Staphylococcus aureus NadD; purified NadD enzyme, colorimetric absorbance read-out; inhibition, % at 20 µM; 360,000 compounds, 0.78% hits; in the data active means inhibition above about 26%; further: some compounds past the cut are filed as inactive
Rpn11 inh: blocks the human proteasome subunit Rpn11 | O00487 | human 26S proteasome, Ub4-pepOG fluorescence polarization; 20S core pre-blocked with epoxomicin | calls only at 20 µM | 360,000 compounds, 0.59% hits | AID 588493;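 active means inhibition at 20 µM, scaled to each plate's controls, above about 33%, limit read from the data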
Target sequence (O00487 whole entry, looked up): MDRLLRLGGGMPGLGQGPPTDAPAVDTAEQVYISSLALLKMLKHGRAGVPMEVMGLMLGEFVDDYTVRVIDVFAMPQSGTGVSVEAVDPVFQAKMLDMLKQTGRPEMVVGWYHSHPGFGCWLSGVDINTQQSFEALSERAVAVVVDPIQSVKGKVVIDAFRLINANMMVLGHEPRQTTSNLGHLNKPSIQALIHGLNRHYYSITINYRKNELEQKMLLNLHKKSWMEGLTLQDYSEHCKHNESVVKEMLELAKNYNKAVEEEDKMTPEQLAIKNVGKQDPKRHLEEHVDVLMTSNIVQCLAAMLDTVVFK
STEP block: blocks human striatal-enriched tyrosine phosphatase | inhibition, % at 20 µM | 360,000 compounds, 0.25% hits | P54829 | recombinant STEP, OMFP fluorogenic substrate, fluorescence | AID 588621;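 active means inhibition at 20 µM, scaled per plate between control wells, above about 37%, limit read from the data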;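 further: 0% = DMSO with enzyme and substrate and 100% = substrate only without enzyme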
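Also added – OMFP at 25 µM · Test system – STEP tyrosine phosphatase · Technique – FITC-channel fluorescence of OMFP product · Schedule – 20 min at room temperature, dark · Evaluation – control-normalized % inhibition with plate pattern correction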
CSN deneddyl inh: inhibitors of human CSN-mediated cullin deneddylation; 360,000 compounds, 0.38% hits; inhibition, % at 12.5 µM; Q92905; Purified CSN, SCF-Nedd8-OG deneddylation, fluorescence polarization;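 active means pattern-corrected inhibition above about 35%, with an unprinted fluorescence ratio check between 0.5 and 1.5, limit read from the data, passing the limit was not always enough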;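 further: 0% = enzyme with substrate and 100% = substrate without enzyme; some results filed as inactive read as strong as hits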
Target sequence (Q92905 whole entry, looked up, one chain of several): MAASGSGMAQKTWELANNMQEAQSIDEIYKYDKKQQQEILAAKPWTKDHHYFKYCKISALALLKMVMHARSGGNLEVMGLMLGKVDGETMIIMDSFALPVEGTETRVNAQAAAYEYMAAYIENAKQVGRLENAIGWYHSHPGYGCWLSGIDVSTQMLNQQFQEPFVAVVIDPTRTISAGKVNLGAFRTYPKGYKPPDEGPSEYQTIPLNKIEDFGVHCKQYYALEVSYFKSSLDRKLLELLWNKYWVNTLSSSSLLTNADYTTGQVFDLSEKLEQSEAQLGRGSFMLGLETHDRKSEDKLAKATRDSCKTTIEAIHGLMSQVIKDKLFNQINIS
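Test system: Human Csn5 produced in HEK293T cells | Compound: 12.5 µM single point | Times: 90 min, room temperature | Signal: Fluorescence polarization readout | Read-out basis: % inhibition of substrate cleavage by Csn5 | Controls: no-enzyme wells high, enzyme-with-substrate wells low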
TbMetRS inhib: Trypanosoma brucei MetRS inhibition; AID 624268; 360,000 compounds, 0.4% hits; purified T. brucei MetRS, ATP depletion, Kinase-Glo luminescence; inhibition, % at 11.9 µM;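 active means inhibition above a per-plate cutoff of the control wells' mean inhibition plus 3 SD, cut at about 5.5% in these data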;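 further: 0% = DMSO wells median and 100% = median of wells with control inhibitor compound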
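Assay system: T. brucei methionyl-tRNA synthetase, purified | Medium: HEPES buffer with MgCl2, KCl, DTT, spermine, BSA, pyrophosphatase | Compound: 11.9 µM single point | Incubation: 15 min enzyme-compound preincubation, 2 h reaction, 10 min detection, 25 °C | Measured by: Kinase-Glo luciferase luminescence reporting remaining unconsumed ATP | Measure: % inhibition normalized to control-well medians | Replication: Singlicate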
MsrA inhibitor: inhibitors of bovine MsrA | AID 651718 | purified bovine MsrA, absorbance read-out | 360,000 compounds, 0.75% hits | inhibition, % at 15.5 µM; in the data active means inhibition above about 4.5%;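 further: 0% = vehicle wells with enzyme and 100% = reference inhibitor wells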
SUMO1-SIM PPI: modulators of human SUMO1-mediated protein-protein interactions | SUMO1 binding to a labelled peptide, TR-FRET, 1 h | 360,000 compounds, 0.33% hits | inhibition, % at 20 µM | P63165; in the data active means inhibition above about 37%
Target sequence (P63165 whole entry, looked up): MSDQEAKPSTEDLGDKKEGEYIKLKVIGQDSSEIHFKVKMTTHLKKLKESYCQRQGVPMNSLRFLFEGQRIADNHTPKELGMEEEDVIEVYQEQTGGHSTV
* hit, by the source's call; i = inactive; nt = not tested or not shown. Rows were taken by chance; about 3.9% have a hit in one of these screens.

Values run as follows: DNMT1 inh	LMPTP block	Scp1 inh	NadD inh	Rpn11 inh	STEP block	CSN deneddyl inh	TbMetRS inhib	MsrA inhibitor	SUMO1-SIM PPI
1: CSCCC(NC(=O)CCN1C(=O)c2ccccc2C1=O)C(=O)O (centres undefined)
    3	-2.2	-6	0	i	-1	-7	-0.5	0.5	-2
2: CC1(C)CC(=O)C=C(c2ccc(-c3ccccc3)cc2)C1
    -5	-0.2	-6	-2	i	0	0	-0.1	-0.7	5
3: CSC1=NC2(CC(c3ccccc3)Oc3cc(O)ccc32)CC(C)(C)N1 (centres undefined)
    -2	-0.4	-4	-3	i	-1	-1	-0.5	-1.1	-3
4: O=C(NCCOc1ccccc1)[C@@H]1CCCN1C(=O)c1cccs1
    4	-1.1	-4	0	i	-1	2	-0.3	-0.8	1
5: COc1cccc(-c2ccc(C#N)c(OC(=O)c3c(Cl)cccc3Cl)n2)c1
    -3	4.0	-17	-15	i	1	0	-0.2	3.0	4
6: O=C(N/N=C/c1ccc(Br)cc1)c1ccccc1-n1cccc1
    -3	0.8	0	7	i	6	0	-1.1	nt	-2
7: CC(C)c1cc(C(=O)N(C)C2CCCN(Cc3ccccc3F)C2)n(C)n1 (centres undefined)
    0	-1.5	nt	4	i	-1	2	-0.5	-0.7	-4
8: Cc1cc(C(=O)CSc2nnc(-c3ccccc3)n2-c2ccccc2)c(C)n1-c1ncn[nH]1
    -11	0.3	6	11	i	1	5	-1.7	1.0	24
9: COc1cccc(N2CCN(C(=O)c3ccccc3SCC(=O)NCc3ccco3)CC2)c1
    -3	0.1	-1	5	i	-2	-8	-0.3	-0.1	0
10: Cc1ccccc1C(=O)OCC(=O)N(C)c1c(N)n(Cc2ccccc2)c(=O)[nH]c1=O
    3	-1.0	-5	-1	i	1	-5	-0.3	0.2	7
11: Cn1cccc1C(=O)OCC(=O)N1CCN(c2ccccc2)CC1
    0	-0.3	-2	-1	i	-4	3	0.1	0.7	1
12: CC1Sc2ccc(S(=O)(=O)CCC(=O)NC3CCCCCC3)cc2NC1=O (centres undefined)
    3	0.2	1	-2	i	-2	-4	-0.3	1.0	6
13: CCOC(=O)CSc1nc2sc3c(c2c(=O)n1-c1ccc(OCC)cc1)CCN(C)C3
    9	4.1	-1	6	i	4	4	-1.2	2.1	-16
14: CCn1c(SCC#N)nc2ccccc2c1=O
    -1	0.6	-12	-1	i	-2	7	-0.1	-0.1	1
15: CCOc1ccc(NC(=O)CC(NC(C)=O)c2ccccc2)cc1S(=O)(=O)N1CCCC1 (centres undefined)
    -2	0.1	-4	0	i	-2	-2	-0.3	0.5	2
16: C/C(CC(=O)Nc1ccc(Cl)cc1Cl)=N\NC(=O)c1ccncc1
    0	-1.9	-8	1	i	-2	4	0.1	1.7	-4
17: CC(=O)c1cccc(NC(=O)COc2ccc(S(=O)(=O)N3CCOCC3)cc2)c1
    0	-0.4	-5	-8	i	-2	-1	0.1	1.4	0
18: COc1cc(-c2onc3ccc(Br)cc23)cc(OC)c1OC
    -4	0.8	-8	-9	i	-3	-6	-0.2	0.9	-6
19: COCCCNC(=O)C[C@@H]1C[C@@]2(C(=O)OC)CC(C)(C)CC=C2N(Cc2ccc3c(c2)OCO3)C1=O
    nt	-0.1	nt	nt	nt	nt	0	-0.1	0.9	2
20: CCC(C(=O)OCC(=O)NC(=O)c1ccccc1OC)c1ccccc1 (centres undefined)
    2	1.6	-6	-5	i	0	-1	0.0	0.9	2
21: CCCn1c(C)cc(=O)c2cc(NC(=O)c3cnccn3)ccc21
    -2	5.3	-5	3	i	2	3	-0.8	1.3	0
22: COC(=O)[C@@H](NC(=O)N1CCC(Cc2ccccc2)CC1)C(C)C
    1	-1.3	-7	-2	i	2	-2	-0.8	-0.7	0
23: Cc1ccc(S(=O)(=O)N2CCN(C(=O)CCC(=O)N3CCc4ccccc43)CC2)cc1
    -1	-0.8	3	-2	i	-5	-2	-2.1	0.6	4
24: O=C(CSCc1c(F)cccc1F)Nc1ccccc1
    -2	-2.3	-5	-6	i	0	2	-0.6	-0.6	-3
25: O=C(CCN1C(=O)/C(=C/c2ccccc2)SC1=S)N[C@@H](CO)Cc1ccccc1
    -7	1.1	-5	1	i	-1	1	0.1	2.3	-25
26: O=c1[nH]c(-c2ccccc2)nc(CN2CCCCC2)c1O
    -2	0.9	-2	3	i	-2	0	-0.3	0.4	-4
27: COC(=O)[C@]12CCCCC=C1N(Cc1ccc3c(c1)OCO3)C(=O)[C@H](CC(=O)NCc1cccs1)C2
    nt	-0.6	nt	nt	nt	nt	-4	-1.0	1.2	1
28: CN(C)/C=C/C1=CC(=O)CC(C)(C)C1
    -1	0.3	-3	-2	i	-2	-12	-0.6	0.3	-5
29: COc1ccc(-c2c(C)oc3c(CN4CCOCC4)c(O)ccc3c2=O)cc1OC
    1	-0.8	8	-7	i	-3	-1	-1.7	0.6	4
30: CCOC(=O)c1c(NC(=O)CSc2nnc(Cc3csc(N)n3)n2C)sc(C)c1C
    -2	0.3	-5	8	i	2	6	-0.8	1.9	2
31: Cc1cccc(N2CCN(C(=O)C3CCCN(S(=O)(=O)c4c(C)noc4C)C3)CC2)c1C (centres undefined)
    0	-0.1	-9	3	i	1	-2	0.1	-0.4	3
32: CC1=C(C(=O)OCCCCCl)C(c2cc3c(cc2Br)OCO3)NC(=O)N1 (centres undefined)
    8	0.7	3	0	i	-1	2	-1.9	-0.5	2
33: COc1ccc(OC)c(S(=O)(=O)Nc2cc3c(cc2N2CCCC2)n(C)c(=O)c(=O)n3C)c1
    -4	-0.8	-4	11	i	9	-2	0.9	1.7	-6
34: CCOc1ccc(C(C(=O)NC2CCCC2)N(CCCO)C(=O)c2ccc(-c3ccccc3)[nH]2)cc1 (centres undefined)
    -8	1.4	-8	3	i	-2	2	0.1	0.3	0
35: Brc1ccc2nc(-c3ccco3)c(Cc3ccccc3)n2c1
    3	1.7	nt	8	i	0	14	-0.5	1.2	-7
36: CCCc1c(C(=O)N/N=C(\C)c2ccccn2)nnn1-c1nonc1N
    0	-3.0	nt	-10	i	-1	-2	-0.2	0.5	2
37: Cc1ccc2nc(NC(=O)COC(=O)c3ccncc3)sc2c1
    -3	-1.0	1	-1	i	1	1	0.1	1.2	4
38: CC1CCC2(CC1)NC(=O)N(CC(=O)NC(=O)Nc1ccc3c(c1)OCCO3)C2=O (centres undefined)
    4	0.0	-5	0	i	-2	-3	-0.1	-0.8	-3
39: O=C(COC(=O)c1cc2ccccc2o1)c1ccccc1
    -1	0.8	-1	-4	i	4	4	-0.7	0.5	-1
40: CC(C)OC(=O)c1cccnc1N1CCN(c2cccc(Cl)c2)CC1
    3	2.1	-3	7	i	-1	-1	-0.7	-0.7	2

Three compounds picked at random from the list so far:
Values run as follows: DNMT1 inh	LMPTP block	Scp1 inh	NadD inh	Rpn11 inh	STEP block	CSN deneddyl inh	TbMetRS inhib	MsrA inhibitor	SUMO1-SIM PPI
31: Cc1cccc(N2CCN(C(=O)C3CCCN(S(=O)(=O)c4c(C)noc4C)C3)CC2)c1C (centres undefined)
    0	-0.1	-9	3	i	1	-2	0.1	-0.4	3
38: CC1CCC2(CC1)NC(=O)N(CC(=O)NC(=O)Nc1ccc3c(c1)OCCO3)C2=O (centres undefined)
    4	0.0	-5	0	i	-2	-3	-0.1	-0.8	-3
34: CCOc1ccc(C(C(=O)NC2CCCC2)N(CCCO)C(=O)c2ccc(-c3ccccc3)[nH]2)cc1 (centres undefined)
    -8	1.4	-8	3	i	-2	2	0.1	0.3	0

(more compounds)
Values run as follows: DNMT1 inh	LMPTP block	Scp1 inh	NadD inh	Rpn11 inh	STEP block	CSN deneddyl inh	TbMetRS inhib	MsrA inhibitor	SUMO1-SIM PPI
41: Cc1ccccc1Oc1ccc2c(c1)[C@@H]1C[C@H](N(C)C(=O)NC3CCCCC3)[C@H]([C@H](C)O)C(=O)N1CC2
    -1	1.8	0	0	i	2	1	-0.1	0.8	4
42: O=C(Cn1ccc2ccccc2c1=O)NCCC(=O)N1CCN(c2cccc(C(F)(F)F)c2)CC1
    1	-0.8	-2	7	i	2	2	0.0	0.2	0
43: Cc1nc2c(C)cccn2c(=O)c1NC(=O)c1cccc2ccccc12
    0	-1.4	-1	6	i	2	-2	-0.4	0.3	-33
44: COc1ccc(C(=O)Nc2ncccc2C)cc1S(=O)(=O)N1CCCc2ccccc21
    -2	-1.0	4	-4	i	-1	3	-0.5	0.3	-3
45: Cc1cccc(NC2=C/C(=N/S(=O)(=O)c3cccs3)c3ccccc3C2=O)c1
    24	6.7	-2	4	i	7	1	-0.3	-0.7	4
46: Cc1ccc(NC(=O)c2cc([N+](=O)[O-])ccc2NCc2cccnc2)cc1Cl
    -2	4.4	7	19	i	4	-5	-0.8	1.3	-6
47: CNc1cncc(-c2ccc(O)cc2C)n1
    -2	1.1	nt	3	i	-2	-6	-0.1	1.2	-3
48: COc1ccccc1CCc1nnc(N)s1
    81*	-1.6	1	-3	i	3	-1	-0.5	1.0	5
49: COc1ccccc1NC(=O)CSc1nnc(Cn2c(=O)sc3ccccc32)n1C
    -1	-1.3	3	0	i	-1	-3	-0.7	1.3	-1
50: C[C@@H]1CN([C@@H](C)CO)C(=O)c2cc(NC(=O)Nc3ccc4c(c3)OCO4)ccc2O[C@H]1CN(C)S(=O)(=O)c1cn(C)cn1
    0	0.2	-7	2	i	0	2	-0.3	-0.1	5
51: COc1ccc(C(=O)c2ccc(OC)c(OC)c2OC)cc1
    1	-1.4	-3	-5	i	-2	-3	-0.3	-0.1	3
52: O=S(=O)(Cc1ccc(Cl)cc1)N1CCN(Cc2ccc3c(c2)OCO3)CC1
    6	0.4	-3	-1	i	1	0	-0.5	-0.5	-3
53: Cn1nnnc1Sc1ncnc2scc(-c3ccccc3)c12
    4	-0.1	-3	13	i	-1	1	-0.4	1.1	-3
54: COc1ccc(NC(=O)NCc2cccnc2)cc1OC
    2	-0.5	-13	7	i	-3	5	-0.7	-0.5	0
55: CCN(CC)S(=O)(=O)c1ccc2[nH]cc(C(=O)NCCCN3CCCCC3C)c(=O)c2c1 (centres undefined)
    -4	-6.4	-8	0	i	-2	6	-1.4	1.6	-3
56: Cc1csc(=O)n1CC(=O)OCC(=O)Nc1ccc(Cl)cc1F
    -1	-1.5	2	-4	i	0	5	-0.4	-1.1	7
57: NS(=O)(=O)c1ccc(CCNC(=O)CN2CCN(c3ccccc3O)CC2)cc1
    -2	-0.8	1	-1	i	-4	1	-1.8	0.3	-1
58: O=C(NC1CCCCC1)C(c1ccccc1)N(C(=O)Cc1ccsc1)c1ccccc1 (centres undefined)
    15	-1.1	-1	1	i	-1	-2	-0.2	0.6	0

Bioassay records deposited in PubChem by several laboratories.
